mcGAS lum: blocks mouse cGAS activity. inhibition, % at 12.5 µM. 0.15% of 160,000 active. Q8C6L5. recombinant cGAS, Kinase-Glo ATP depletion luminescence. AID 1259399;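 also: 0% = negative control wells and 100% = reference inhibitor with no enzyme activity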
NPYLR7 agonist: mosquito NPYLR7 agonism; HEK293T NPYLR7/Galpha15, GCaMP6s calcium fluorescence; activation, % at 10 µM; 0.15% of 270,000 active; AID 1259423; in the data active = activation above about 40%;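 also: 0% = vehicle and 100% = reference agonist at the receptor; some compounds past the cut are filed as inactive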
hcGAS inh: blocks human cGAS activity | recombinant h-cGAS, ATP depletion, Kinase-Glo luminescence | inhibition, % at 12.5 µM | 0.081% of 290,000 active | AID 1259398;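 also: 0% = vehicle reaction and 100% = reaction without DNA for no activity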
Target sequence (Q8N884 whole entry, looked up): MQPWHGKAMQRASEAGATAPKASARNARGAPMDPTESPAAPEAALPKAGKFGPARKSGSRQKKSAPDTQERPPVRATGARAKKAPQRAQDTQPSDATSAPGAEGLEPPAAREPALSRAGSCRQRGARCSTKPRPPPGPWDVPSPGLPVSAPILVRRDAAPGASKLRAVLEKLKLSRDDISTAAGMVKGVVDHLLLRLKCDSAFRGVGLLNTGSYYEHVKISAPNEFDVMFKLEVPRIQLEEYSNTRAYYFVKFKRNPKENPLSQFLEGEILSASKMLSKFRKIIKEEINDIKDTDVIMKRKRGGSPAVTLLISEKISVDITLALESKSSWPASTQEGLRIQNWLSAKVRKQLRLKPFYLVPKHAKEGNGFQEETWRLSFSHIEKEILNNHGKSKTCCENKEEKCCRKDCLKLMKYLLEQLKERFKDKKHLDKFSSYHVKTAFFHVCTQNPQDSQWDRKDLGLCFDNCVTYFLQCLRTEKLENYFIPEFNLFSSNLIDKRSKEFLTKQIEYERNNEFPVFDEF
* marks the source's active call; other numbers are inactive results; x = not tested or not shown. Rule as the data show it, unless noted: active = inhibition above about 40%; inactive = the rest. This is a random part of the collection; about 0.29% have a hit in one of these screens.

SMILES | mcGAS lum | NPYLR7 agonist | hcGAS inh
CSCCCN1C(=O)C(=Cc2ccccn2)SC1=S | -3 | 2 | 5
CC(C)CCN(CC(=O)N1CCc2sccc2C1c1ccc(Cl)cc1Cl)C(=O)C(C)Cl (stereo not given) | -4 | 17 | -2
C=CCn1c(=NC(=O)c2cc(OC)cc(OC)c2)sc2cc(S(C)(=O)=O)ccc21 | x | 8 | -9
O=C(c1ccco1)N1CCCN(CC2CN(C(=O)C3CC3)CCO2)CC1 (stereo not given) | -5 | x | -4
COc1ccc(C)cc1CS(=O)Cc1cccc(C(=O)N(C)C)c1 (stereo not given) | x | -2 | -2
O=C(O)C1CC(=O)N(Cc2nc3c(s2)CCCC3)C1 (stereo not given) | -9 | -1 | -4
CC(C)Cc1noc(C2CCCN(C(=O)c3cc(C(C)C)on3)C2)n1 (stereo not given) | x | 23 | -10
CO/N=C(/C(=O)Nc1ccc(C(C)(C)C)cc1)c1csc(NC=O)n1 | -3 | -6 | -1
CC(C)(C)n1nc2c(c1NC(=O)C(c1ccccc1)c1ccccc1)CSC2 | x | 1 | -7
COc1ccc(CNC(=O)c2nc3ccc(Br)cc3c(=O)[nH]2)cc1O | x | 7 | -7
O=C(O)[C@H]1C[C@H](C(=O)NCc2ccncc2)CN(CCC(F)(F)F)C1 | x | -3 | -3
Cc1cccc(N2N=C(C(=O)N(CC(F)(F)F)C(C)C3CC3)CCC2=O)c1 (stereo not given) | x | -4 | -3
COc1ccccc1/C=C/CN1CCNC(=O)C1CC(=O)N(C)C (stereo not given) | -13 | 0 | -2
COCCCNC(=O)c1c(C)noc1-c1ccccc1Cl | -7 | 26 | -3
CC(C)=CC(=O)NCc1ccnc(OCC2CC2)c1 | x | 3 | -1
COc1ccc(C(=O)N2CCC3(CC2)OCC(C(=O)NC(C)c2ccccc2)N3C(=O)c2ccccc2C)cc1 (stereo not given) | 0 | -1 | -1
C=CCN1C(=O)NC(c2cccc(Oc3ccccc3)c2)C2=C1CN(Cc1ccccn1)C2=O (stereo not given) | -3 | 8 | 1
Cc1nn(CC(C)C)c(Cl)c1CNCCC1CCCO1 (stereo not given) | x | 9 | -9
O=S(=O)(c1cccc(NCc2noc(C3CC3)n2)c1)C1CCCC1 | x | 2 | 1
CC(=O)Nn1ccc2c(cnc3ncnn32)c1=O | x | 3 | -8
Cc1c(Cl)cccc1-n1ccc2nc(N3CCCCC3)ncc2c1=O | x | 8 | -13
CN(Cc1ccc(C(F)(F)F)cc1)Cn1nc(-c2ccco2)oc1=S | x | 4 | -1
CCN(CC1CCN(CCc2ccccc2C)CC1)C(=O)/C=C/c1ccco1 | -8 | 2 | -2
O=C(Cn1nc2c(c1NC(=O)C1COc3ccccc3O1)CSC2)NCc1ccco1 (stereo not given) | -7 | -6 | -4
Cc1nc(-c2ccccc2)nc(N2CCN(C(=O)c3ccco3)CC2)c1Cc1ccc([N+](=O)[O-])cc1 | -5 | 28 | -4

Some entries already given, showing only hcGAS inh and mcGAS lum.
| molecule | hcGAS inh | mcGAS lum |
| --- | --- | --- |
| Cc1c(Cl)cccc1-n1ccc2nc(N3CCCCC3)ncc2c1=O | -13 | x |
| CN(Cc1ccc(C(F)(F)F)cc1)Cn1nc(-c2ccco2)oc1=S | -1 | x |
| CCN(CC1CCN(CCc2ccccc2C)CC1)C(=O)/C=C/c1ccco1 | -2 | -8 |
| O=C(Cn1nc2c(c1NC(=O)C1COc3ccccc3O1)CSC2)NCc1ccco1 (stereo not given) | -4 | -7 |
| Cc1nc(-c2ccccc2)nc(N2CCN(C(=O)c3ccco3)CC2)c1Cc1ccc([N+](=O)[O-])cc1 | -4 | -5 |

(more compounds)
SMILES | mcGAS lum | NPYLR7 agonist | hcGAS inh
Cc1ccccc1C(=O)N1CCC(C(NC(=O)c2ccc3c(c2)OCO3)C(=O)NC2CC2)CC1 (stereo not given) | -3 | 8 | -4
Fc1cccc(CN2CCCC3(CCN(CCCC(F)(F)F)C3)C2)c1F (stereo not given) | x | 5 | -12
CCCCCC(=O)N(CC(=O)Nc1cc(-c2ccccc2)nn1-c1ccc(Cl)c(Cl)c1)C(C)C | -3 | 9 | -2
CCc1noc(CN(C)C(=O)NC(CC(C)(C)C)c2ccccc2)n1 (stereo not given) | x | 6 | -9
O=c1oc2ccc([N+](=O)[O-])cc2cc1-c1csc(Nc2ccc(Cl)cc2Cl)n1 | 0 | -12 | -4
CCN(CC1CCN(CCc2ccccc2C)CC1)C(=O)c1ccco1 | x | 12 | -9
CCNC(=O)C1(C)CCCN1Cc1ccccc1 (stereo not given) | x | 2 | -17
COc1cc(-c2c(NC(=O)C(C)C)oc3c(C)cccc3c2=O)cc(OC)c1OC | x | 8 | -5
CS(=O)(=O)Nc1cccc(Nc2cc3c(cn2)cc(-c2ccccc2)n3Cc2ccccc2)c1 | -7 | 11 | -5
CCOC(=O)C1(CCCc2ccccc2)CCCN(C(=O)c2ccc(COC)o2)C1 (stereo not given) | x | 1 | -6
CN(C)C(=O)CN1CCN(c2nc(C(=O)NCCC(F)(F)F)cs2)C1=O | x | -1 | -11
O=C(Nc1nc(-c2ccccc2)cs1)c1cc(C2CC2)n(C2CCS(=O)(=O)C2)n1 (stereo not given) | -6 | 1 | -7
CCN(CC(C)C#N)C(=O)NC1CC1 (stereo not given) | x | 18 | 9
CC1(C(=O)N2CCN(Cc3ccc(-c4noc(-c5ccccc5)n4)cc3)CC2)CC1 | -5 | x | -5
CS(=O)(=O)c1ccc(CNC(=O)c2ccc(-c3cc(-c4cccc(C(F)(F)F)c4)n[nH]3)cc2)cc1 | -6 | -2 | -2
O=C(O)Cc1cc(C2CCN(C(=O)C3(c4ccccc4)CC3)CC2)n[nH]1 | x | 3 | -8
CN(Cc1cc(-c2cccs2)n[nH]1)C(=O)c1cc(=O)n(C)c(=O)n1C | x | 0 | -5
CCOC(=O)Cn1cnc2c(nnn2Cc2ccc(C)cc2)c1=O | x | 2 | 1
COc1ccc(NC2CC(=O)N(c3cccc(OC)c3)C2=O)cc1 (stereo not given) | -6 | -8 | -5
CC(=O)N1CCN(C(=O)C=Cc2cn(-c3ccccc3)nc2-c2ccccc2)CC1 | x | -1 | 0
Cc1ccsc1CN(C)CC(=O)c1c(N)n(C)c(=O)n(C)c1=O | x | 9 | -2
O=C(COc1cccc2ccccc12)OC1CCS(=O)(=O)C1 (stereo not given) | x | 1 | 3
Cc1cccc(-n2c(Cc3ccccc3)nnc2SCc2ccc(C(=O)NC3CC3)cc2)c1 | 0 | -1 | 3
COc1cccc(NC(=O)Cn2c(-n3nc(C)cc3C)nc(C)c(C)c2=O)c1 | -8 | -2 | -9
COCC(C)Nc1nc(-c2ccc(C)c(C)c2)cs1 (stereo not given) | x | -3 | -7
(cont.)
SMILES | mcGAS lum | NPYLR7 agonist | hcGAS inh
O=C(O)c1ccc2c(c1)sc1[n+]2CCS(=O)(=O)N1 | x | 1 | -4
CCCCCCCCC(=O)N(CCOC)CC(=O)N1CCc2sccc2C1c1ccc(F)cc1 (stereo not given) | -3 | 11 | 1
CC(=O)Oc1c(-c2ccc(NC(=O)c3ccco3)cc2)c(-c2ccccc2F)nn1-c1cccc(C)c1C | -3 | 21 | 0
C=C(C)CN(CC)C(=O)c1cc(COc2c(C)cccc2C)on1 | -4 | x | 1
COC(=O)c1ccc(C(=O)NC2CCCN(CCCc3ccccc3)C2)cc1 (stereo not given) | -2 | x | 2
CSc1ccc(S(=O)(=O)Nc2ccccc2C(=O)OC2CCCC2)cc1 | x | 2 | -2
O=C(C=Cc1ccc2c(c1)OCO2)c1ccc(Cl)cc1Cl | x | 5 | -8
Cc1ccccc1CC(=O)N(CC#N)C1CCCC1 | x | -2 | 7
O=C(CN1CCN(CC2CC2)C(CCO)C1)NC1CCCCCCC1 (stereo not given) | -18 | 7 | -5
Cc1[nH]cnc1CN1CCc2[nH]nc(-c3ccc(-c4ccccc4)cc3)c2C1 | -16 | -3 | -2
COc1ccc(C2(C)NN=C3Oc4ccccc4N32)cc1 (stereo not given) | x | 3 | -1
CCOc1ccc(C(=O)OCC(=O)c2ccccc2)cc1OCC | -2 | -2 | -1
CCOCC(=O)OC(c1ccccc1)c1ccccc1 | x | 6 | -9
CON1C2CCCCC2N(OC)C2(O)c3ccccc3C(=O)C12O (stereo not given) | x | 1 | -4
CCC(C)N(CC(=O)N(CCc1ccc(OC)c(OC)c1)Cc1ccco1)C(=O)Nc1ccccc1Br (stereo not given) | -2 | -2 | 3
C=CCc1cc([C@H]2N[C@@](C)(C(=O)OC)[C@H]3C(=O)N(C)C(=O)[C@@H]23)ccc1OC | -8 | 28 | -5
O=C(c1cccs1)N(Cc1ccco1)Cc1c(-c2ccc(F)cc2)noc1N1CCOCC1 | -5 | 9 | -3
CCOc1ccc(S(=O)(=O)N2CCN(CCO)CC2)c2ccccc12 | -4 | -4 | -4
CCOc1cn(C)c(C(=O)NCc2cccs2)cc1=O | x | 5 | -5
Cc1ccc(N(CCCCN2C(=O)c3ccccc3C2=O)C(=O)/C=C/c2cccc([N+](=O)[O-])c2)cc1 | -4 | -5 | -3
CCN1C(=O)NC(c2cccc(Oc3ccccc3)c2)C2=C1CN(C(Cc1ccccc1)C(=O)NCCc1ccc(OC)c(OC)c1)C2=O (stereo not given) | 1 | -3 | 3
CC(C)(C)OC(=O)NCC1CCCCN1C(=O)c1cc(-c2ccccc2F)on1 (stereo not given) | x | 0 | -8
O=C(Cc1ccc(S(=O)(=O)N2CCC3(CC2)OCCO3)s1)N1CCCCC1 | -5 | x | -5
CC12CN3CC(C)(CN(C1)C3c1ccc(O)cc1)C2O (stereo not given) | x | 7 | -8
COC(=O)C1CCN(C(=O)c2ccc(-c3cc(-c4ccc(N5CCCCC5)cc4)n[nH]3)cc2)CC1 | -8 | -2 | -9

An excerpt of these results, with values under each structure.
Every second line gives: mcGAS lum, NPYLR7 agonist, hcGAS inh
Cc1ccc(N(CCCCN2C(=O)c3ccccc3C2=O)C(=O)/C=C/c2cccc([N+](=O)[O-])c2)cc1
  -4, -5, -3
CCN1C(=O)NC(c2cccc(Oc3ccccc3)c2)C2=C1CN(C(Cc1ccccc1)C(=O)NCCc1ccc(OC)c(OC)c1)C2=O (stereo not given)
  1, -3, 3
CC(C)(C)OC(=O)NCC1CCCCN1C(=O)c1cc(-c2ccccc2F)on1 (stereo not given)
  x, 0, -8
O=C(Cc1ccc(S(=O)(=O)N2CCC3(CC2)OCCO3)s1)N1CCCCC1
  -5, x, -5
CC12CN3CC(C)(CN(C1)C3c1ccc(O)cc1)C2O (stereo not given)
  x, 7, -8
COC(=O)C1CCN(C(=O)c2ccc(-c3cc(-c4ccc(N5CCCCC5)cc4)n[nH]3)cc2)CC1
  -8, -2, -9

Following part
SMILES | mcGAS lum | NPYLR7 agonist | hcGAS inh
COc1ccc(CN2CCN(Cc3cnc(S(C)(=O)=O)n3CC(C)C)CC2=O)cc1 | x | 6 | -5
NC1CCCN(C(=O)c2cc(=O)[nH]c3cc(F)ccc23)CC1 (stereo not given) | x | 6 | -2
O=C(NC1C=CS(=O)(=O)C1)c1ccc2[nH]c3c(c2c1)CCCC3 (stereo not given) | -18 | 0 | -4
O=C1OCCC1N1CCCC(c2cc(C(F)(F)F)n[nH]2)C1 (stereo not given) | x | 3 | -3
Cc1cc(C(=O)Nc2ccc(NC(=O)C(C)Cn3cccn3)cc2)co1 (stereo not given) | -12 | x | -9
CCCc1c(-c2ccccc2)ncn1C1CCN(CC(=O)OC)CC1 | x | 16 | -10
COc1cc(C=NN2C(=O)CSC2=S)cc(OC)c1O | x | -3 | -2
COCCN1CCC(CN(C)C(=O)c2cn(Cc3ccccc3C)nn2)CC1 | -10 | x | -5
CCc1ccc(Nc2nnc(SCC(=O)N(C)CCC#N)s2)cc1 | 2 | 0 | 1
COC(=O)CCC/C=C1/SCC(NC(=O)c2ccccc2)/C1=N/O (stereo not given) | x | 2 | -7
Cn1nc(C2CC2)cc1NC(=O)C1(C)CCN1C(=O)c1ccc(C(C)(C)C)cc1 (stereo not given) | -5 | 6 | -10
O=S(=O)(Cc1ccccc1Cl)NCCCN1CCN(c2ccccc2)CC1 | x | -9 | -2
CC1C(=O)N(c2cccc(F)c2)CCN1C(=O)c1ccccc1Cl (stereo not given) | -4 | -7 | 0
O=C(Nc1cc(-c2onc3c2CCCC3)cc(C(F)(F)F)c1)C1=Cc2cc(Cl)ccc2OC1 | -5 | 19 | -6
OCC1(Cc2cccc(C(F)(F)F)c2)CCN(c2cnc3ccccc3n2)CC1 | x | 12 | 5
Cc1noc(-c2ccco2)c1C(=O)NCC1COC(C)(C)O1 (stereo not given) | -3 | 10 | -1
CCOc1ccc(-n2c(SCC(=O)c3ccccc3)nc3c(c2=O)SCC3)cc1 | -7 | 0 | -6
Cn1c(CSc2nc3ccccc3s2)n[nH]c1=S | x | -4 | -7

Compound profiles, as listed above. Order of values: mcGAS lum	NPYLR7 agonist	hcGAS inh
O=C(Nc1cc(-c2onc3c2CCCC3)cc(C(F)(F)F)c1)C1=Cc2cc(Cl)ccc2OC1 in the list: -5	19	-6
Cn1nc(C2CC2)cc1NC(=O)C1(C)CCN1C(=O)c1ccc(C(C)(C)C)cc1 (stereo not given) in the list: -5	6	-10
O=S(=O)(Cc1ccccc1Cl)NCCCN1CCN(c2ccccc2)CC1 in the list: x	-9	-2
CC1C(=O)N(c2cccc(F)c2)CCN1C(=O)c1ccccc1Cl (stereo not given) in the list: -4	-7	0
O=C(NC1C=CS(=O)(=O)C1)c1ccc2[nH]c3c(c2c1)CCCC3 (stereo not given) in the list: -18	0	-4
